Compound activity as filed in PubChem BioAssay.
Growth percent in the NCI-60 one-dose screen (48 h, 10 µM unless noted): 100 = growth as untreated, 0 = no growth, -100 = all killed.
T-47D: T-47D breast cancer | AID 1794792 | hit rate 5% among 79,000
SK-MEL-5: SK-MEL-5 melanoma. hit rate 6.4% among 80,000. AID 1794755
SK-MEL-28: SK-MEL-28 melanoma. hit rate 4.1% among 81,000
LOX IMVI: LOX IMVI melanoma; hit rate 7.4% among 79,000; AID 1794757
MALME-3M: MALME-3M melanoma. hit rate 5.8% among 78,000. AID 1794766
UACC-257: UACC-257 melanoma; hit rate 4.4% among 78,000; AID 1794764
HS 578T: HS 578T breast cancer. hit rate 4.1% among 78,000. AID 1794788
SK-MEL-2: SK-MEL-2 melanoma. hit rate 4.7% among 77,000. AID 1794763
* = called active by the depositor; / = no result given; & = joins results of further samples; ! = repeats disagree. The calls were made as follows: active = growth percent below 10; inactive = the rest. Random draw from the library (roughly 11% active in at least one column).

SMILES	T-47D	SK-MEL-5	SK-MEL-28	LOX IMVI	MALME-3M	UACC-257	HS 578T	SK-MEL-2
COc1ccc2oc(=O)cc(C3CC(=O)Oc4n[nH]c(C)c43)c2c1 (stereo not given)	107	102	105	100	89	94	108	103
N#Cc1ncc(-c2cc(C(F)(F)F)cc(C(F)(F)F)c2)c(NC2CCCCCC2)n1	84	99	105	102	122	97	103	103
COc1ccc(C2NC(=S)NC(C)=C2C(C)=O)cc1 (stereo not given)	95	104	108	99	107	99	101	108
COc1ccc(Cc2nn(CC(=O)N/N=C/c3ccc([N+](=O)[O-])cc3)c(=O)c3c(C)noc23)cc1	74	93	80	26	53	93	49	99
Oc1c(-c2nc(=S)[nH][nH]2)ccc2ccccc12	82	102	108	94	94	99	101	88
CC(=O)CCC(C(C)=O)C(C)=O	94	103	110	124	94	99	102	102
N#CCCN1CCS(=O)(=O)C1=O	104	102	110	101	111	100	/	103
N#CC1=C(N)OC2=C(C(=O)CCC2)C1c1ccco1 (stereo not given)	93	101	111	96	113	102	115	98
Cn1cc(-c2ccc3c(Nc4cccc(NC(=O)Nc5cccc(F)c5)c4)ncnc3c2)cn1	22	41	50	42	28	64	30	43
CC1(C)C2(C(N)=O)C(=O)NC(=O)C12C(=O)O (stereo not given)	96	102	107	99	105	99	118	109
COc1ccc(OC)c(NC(=O)[C@@H]2CCC(=O)N2)c1	92	101	103	100	101	64	94	98
CN(C)C(=O)c1ccncc1	101	101	108	101	98	91	109	101
O=C1/C(=C/c2c[nH]c(=O)[nH]c2=O)SC(=S)N1Cc1ccccc1	108	100	103	100	98	104	89	103
O=C1C2C3CCC(O3)C2C(=O)N1c1nccs1 (stereo not given)	102	106	115	103	109	101	107	109
O=C1C=CC(=O)c2c1c(-c1ccc(C(F)(F)F)cc1)nn2-c1cccc(Cl)c1	99	93	92	102	97	99	96	99
O=C(O)CCCn1c2c(sc3ccccc32)c(=O)n2nnc(-c3ccccc3)c12	78	79	/	94	106	111	/	107
Cc1nc2nc(SCCO)[nH]c2c(=O)[nH]1	97	99	108	97	101	94	100	96
c1ccc(CCc2nc3ccccc3s2)cc1	82	106	97	82	93	83	96	101
O=C(NNC(=O)c1cccc2ccccc12)c1ccc(F)cc1	96	107	106	104	/	108	107	107
O=C(CSc1nnc(-c2cccs2)n1-c1ccccc1)Nc1cccc(Cl)c1	90	97	98	96	94	102	100	96
C=C(C)C(=O)N(C)C	83	114	116	95	102	/	105	95
CC(C)NC(=O)OCc1c(COC(=O)NC(C)C)c(-c2cccc(Cl)c2)n2c1CCC2	99	91	114	74	107	80	67	89
O=C(CCCCNC(=O)c1nc(-c2ccccc2)n(-c2ccccc2)n1)NO	35	62	75	97	23	/	61	68
Nc1ccc(C(=O)Nc2cccc(Cn3c(=O)[nH]c4ccc(Oc5ncccn5)cc4c3=O)c2)cc1	/	88	97	93	87	88	100	101
CCCCCCC1C/C(=C/N(C)C)C(=O)O1 (stereo not given)	95	96	98	104	98	86	100	92
More compounds.
SMILES	T-47D	SK-MEL-5	SK-MEL-28	LOX IMVI	MALME-3M	UACC-257	HS 578T	SK-MEL-2
COc1cc2nc(Cl)nc(Nc3cccc(C(=O)/C=C/c4cc(OC)c(OC)c(OC)c4)c3)c2cc1OC	57	89	98	/	85	95	108	81
COc1ccc(OCC(=O)O)cc1	97&97	110&97	108&95	100&99	109&107	103&100	112&95	103&115
Cn1c(=O)c2c(nc(N/N=C/C(Cl)Cl)n2C)n(C)c1=O	110	106	116	91	127	111	112	103
CCOC(=O)c1nnn(-c2ccn(C)n2)c1N	90	105	116	110	101	105	107	108
CCc1ccc(Nc2n[nH]c(-c3cccs3)c2C#N)cc1	84	92	85	89	89	97	83	91
Cc1cc2cn3c4cccnc4[nH]c(=O)c3c2cc1C	-21*	44	87	-69*	80	86	/	58
O=C(CSc1nc(-c2ccccc2)c(-c2ccccc2)o1)N1CCCCC1	83	53	106	62	291	101	97	75
Cc1ccc2nc(C)c(-c3nnc(SCc4cc(F)ccc4F)o3)n2c1	87	90	102	91	102	103	95	99
O=C1NC(CO)C(=O)NC1CO (stereo not given)	94	103	141	95	91	/	114	/
O=c1c2ccccc2nnn1N1CCOCC1	93	97	110	96	90	111	91	90
OC1CCC(O)CC1 (stereo not given)	114&109	113&110	110&115	103&107	129	116&111	114&109	/
Cc1nn(-c2ccccc2)c2c1N=c1s/c(=C\c3ccc(C(F)(F)F)cc3)c(=O)n1CN2	54	31	87	57	83	-1.8*	97	47
CC(C)(C)C(=O)OCOP(=O)(OCOC(=O)C(C)(C)C)C1CCCN(OC(=O)c2ccccc2)C1=O (stereo not given)	14	-28*	-11*	40	29	/	8.0*	51
COC(=O)C(C(=O)OC)C(C(=O)OC)C(=O)OC	102	/	103	105	113	97	117	119
CCCCOc1nc2c(C)cccc2cc1/C=C/C(=O)c1c(O)c2ccccc2oc1=O	85	105	113	103	113	88	/	/
Cc1cc([N+](=O)[O-])ccc1N	94&95	103&102	121&103	94&93	100&110	108&93	99&107	108&113
c1ccc(N(c2ccccc2)c2ccccc2)cc1	/	113	117	94	94	104	110	100
Nc1cccc(S(=O)(=O)O)c1	108	104	103	104	99	99	96	115
Nc1ccc(S(=O)(=O)Nc2ccccc2C(=O)O)cc1	99	111	124	93	102	97	97	121
CC(C)(CO)C(O)C(=O)NCCS(=O)(=O)Nc1ccc(Cl)cc1 (stereo not given)	95	102	111	94	106	/	96	94
O=C(Nc1ccc(Br)cc1)Nc1ccccc1Cl	75	101	107	81	/	88	100	92
Nc1c[nH]c(=S)s1	103	100	116	98	103	102	96	112
COc1cc(Nc2cn[nH]c2-c2ccc(Cl)cc2)cc(OC)c1OC	23	39	46	42	38	71	44	32
NC1CCC(C(=O)O)CC1 (stereo not given)	96&90	103&102	107&103	96&107	106&115	113&107	95&86	102&104
O=C(NNc1nccc(Nc2ccc(S(=O)(=O)Nc3ccncc3)cc2)n1)c1ccc([N+](=O)[O-])cc1	98	94	104	92	104	102	100	103

The final two entries of the part above open the next one:
SMILES	T-47D	SK-MEL-5	SK-MEL-28	LOX IMVI	MALME-3M	UACC-257	HS 578T	SK-MEL-2
NC1CCC(C(=O)O)CC1 (stereo not given)	96&90	103&102	107&103	96&107	106&115	113&107	95&86	102&104
O=C(NNc1nccc(Nc2ccc(S(=O)(=O)Nc3ccncc3)cc2)n1)c1ccc([N+](=O)[O-])cc1	98	94	104	92	104	102	100	103
c1ccc2cc(N=Nc3ccc4ccccc4c3)ccc2c1	81	105	104	/	97	104	89	99
CCOC(=O)Nc1c(N)n(C)c(=O)n(C)c1=O	102	100	117	95	111	104	110	106
CN(C)S(=O)(=O)n1cnc([C@@H]2c3c(ncn3S(=O)(=O)N(C)C)C[C@@H]3Cn4c(=O)n(-c5ccccc5)c(=O)n4C[C@H]32)c1	88	102	111	93	90	108	103	110
C#C[C@]1(O)CC[C@H]2[C@@H]3CC=C4c5sc(Nc6cccc(Cl)n6)nc5CC[C@]4(C)[C@H]3CC[C@@]21C	26	-91*	-60*	/	-20*	-64*	-20*	-25*
C=CCn1c(SCC(=O)N2CCN(c3cc4c(cc3F)c(=O)c(C(=O)O)cn4C3CC3)CC2)nnc1-c1ccc(Cl)cc1	80	93	104	79	90	95	99	85
C=C(C)[C@@H]1CC[C@]2(C(=O)NCC#CCN3CCN(C)CC3)CC[C@]3(C)[C@H](CC[C@@H]4[C@@](C)(CCC#N)[C@H](C(=C)C)CC[C@]43C)[C@@H]12	35	65	78	10	57	57	65	92
CCCCCCc1cn(C(C)c2ccc(OC)c(OC3CCCCC3)c2)nn1 (stereo not given)	91	96	115	86	99	110	96	106
CC(=O)[C@@]1(O)[C@H](C)C[C@H]2[C@@H]3CC=C4C[C@@H](O)CC[C@]4(C)[C@H]3CC[C@@]21C	103	103	107	102	120	103	114	123
Cc1nn(-c2nc3ccccc3[nH]2)c2c1C(c1ccc(OCC(N)=O)cc1)CC(=O)N2 (stereo not given)	91	/	105	109	88	110	95	107
C/C(=C(/c1ccccc1)c1ccc(N2C(=O)c3cccc4c(Nc5ccc(F)cc5)ccc(c34)C2=O)cc1)c1ccccc1	65	92	90	/	85	87	94	95
COc1cc2ncnc(Oc3ccc(NC(=O)Nc4ccc(Cl)c(C(F)(F)F)c4)c4ccccc34)c2cc1OC	80	92	95	100	49	97	36	77
CCOC(=O)c1sc(NC(=O)COc2ccc(/C=C3\Cc4ccc(Cl)cc4C3=O)cc2)nc1C	93	106	127	98	110	112	116	/
O=Nc1c(O)ccc2ccccc12	76&15	83&81	102&83	3.7*!	122&33	-51*!	112&54	107&36
O=C(Nc1ccc(Br)cc1F)c1cc(-c2ccc(F)cc2F)ccc1O	37	42	78	107	85	81	77	54
CC(O)CNC(C(=O)c1ccccc1)c1ccccc1 (stereo not given)	98	103	108	95	106	/	104	102
O=C(O)c1cc2c(s1)C(=O)c1sccc1C2=O	36	-100*	/	-73*	-99*	48	-19*	16
CS(=NC#N)c1ccc(-c2cnc(N)c(C(=O)Nc3ccccc3)n2)cc1 (stereo not given)	83	/	97	78	80	106	75	92
Ic1ccccc1-c1ccccc1	107	111	113	103	95	99	102	/
Oc1ccccc1N=Cc1ccc(Br)cc1	73	90	117	88	111	99	100	94
COc1cc(-c2cc(N)n(-c3nc4ccccc4[nH]3)n2)cc(OC)c1OC	72	/	100	100	111	103	101	87
CC(C)(C)c1ccc(C(=O)Nc2sc3c(c2C(N)=O)CCC(O)C3)cc1 (stereo not given)	29	39	49	-70*	/	37	83	80
CCCCCCCCNC(=O)CCCCC(=O)NCCCCCCCC	93	108	112	100	115	105	112	104
O=C(c1ccccc1)c1c(/C=C/c2cccs2)c2ccccc2[nH]c1=O	91	94	105	108	134	93	100	100
CCN1C(=O)CC2CCCC1C2 (stereo not given)	100	100	116	96	92	96	118	/
Cc1n[nH]c(=S)[nH]c1=O	113	113	107	97	113	104	234	116
O=C(Nc1ccc2ccccc2c1)c1ccc(Cl)cc1Cl	96	101&86	104&99	108&117	91&96	95&103	94&112	93&107
CC(C)(C)n1cc(-c2ccnc(NCCCNS(=O)(=O)c3ccc(Br)cc3)n2)c(-c2ccc(F)c(O)c2)n1	64	80	80	87	84	89	82	103

Structural class: the entries above with a halogen
SMILES	T-47D	SK-MEL-5	SK-MEL-28	LOX IMVI	MALME-3M	UACC-257	HS 578T	SK-MEL-2
N#Cc1ncc(-c2cc(C(F)(F)F)cc(C(F)(F)F)c2)c(NC2CCCCCC2)n1	84	99	105	102	122	97	103	103
Cn1cc(-c2ccc3c(Nc4cccc(NC(=O)Nc5cccc(F)c5)c4)ncnc3c2)cn1	22	41	50	42	28	64	30	43
O=C1C=CC(=O)c2c1c(-c1ccc(C(F)(F)F)cc1)nn2-c1cccc(Cl)c1	99	93	92	102	97	99	96	99
O=C(NNC(=O)c1cccc2ccccc12)c1ccc(F)cc1	96	107	106	104	/	108	107	107
O=C(CSc1nnc(-c2cccs2)n1-c1ccccc1)Nc1cccc(Cl)c1	90	97	98	96	94	102	100	96
CC(C)NC(=O)OCc1c(COC(=O)NC(C)C)c(-c2cccc(Cl)c2)n2c1CCC2	99	91	114	74	107	80	67	89
COc1cc2nc(Cl)nc(Nc3cccc(C(=O)/C=C/c4cc(OC)c(OC)c(OC)c4)c3)c2cc1OC	57	89	98	/	85	95	108	81
Cn1c(=O)c2c(nc(N/N=C/C(Cl)Cl)n2C)n(C)c1=O	110	106	116	91	127	111	112	103
Cc1ccc2nc(C)c(-c3nnc(SCc4cc(F)ccc4F)o3)n2c1	87	90	102	91	102	103	95	99
Cc1nn(-c2ccccc2)c2c1N=c1s/c(=C\c3ccc(C(F)(F)F)cc3)c(=O)n1CN2	54	31	87	57	83	-1.8*	97	47
CC(C)(CO)C(O)C(=O)NCCS(=O)(=O)Nc1ccc(Cl)cc1 (stereo not given)	95	102	111	94	106	/	96	94
O=C(Nc1ccc(Br)cc1)Nc1ccccc1Cl	75	101	107	81	/	88	100	92
COc1cc(Nc2cn[nH]c2-c2ccc(Cl)cc2)cc(OC)c1OC	23	39	46	42	38	71	44	32
C#C[C@]1(O)CC[C@H]2[C@@H]3CC=C4c5sc(Nc6cccc(Cl)n6)nc5CC[C@]4(C)[C@H]3CC[C@@]21C	26	-91*	-60*	/	-20*	-64*	-20*	-25*
C=CCn1c(SCC(=O)N2CCN(c3cc4c(cc3F)c(=O)c(C(=O)O)cn4C3CC3)CC2)nnc1-c1ccc(Cl)cc1	80	93	104	79	90	95	99	85
C/C(=C(/c1ccccc1)c1ccc(N2C(=O)c3cccc4c(Nc5ccc(F)cc5)ccc(c34)C2=O)cc1)c1ccccc1	65	92	90	/	85	87	94	95
COc1cc2ncnc(Oc3ccc(NC(=O)Nc4ccc(Cl)c(C(F)(F)F)c4)c4ccccc34)c2cc1OC	80	92	95	100	49	97	36	77
CCOC(=O)c1sc(NC(=O)COc2ccc(/C=C3\Cc4ccc(Cl)cc4C3=O)cc2)nc1C	93	106	127	98	110	112	116	/
O=C(Nc1ccc(Br)cc1F)c1cc(-c2ccc(F)cc2F)ccc1O	37	42	78	107	85	81	77	54
Ic1ccccc1-c1ccccc1	107	111	113	103	95	99	102	/
Oc1ccccc1N=Cc1ccc(Br)cc1	73	90	117	88	111	99	100	94
O=C(Nc1ccc2ccccc2c1)c1ccc(Cl)cc1Cl	96	101&86	104&99	108&117	91&96	95&103	94&112	93&107
CC(C)(C)n1cc(-c2ccnc(NCCCNS(=O)(=O)c3ccc(Br)cc3)n2)c(-c2ccc(F)c(O)c2)n1	64	80	80	87	84	89	82	103
